Bioassay records as filed in PubChem.
OX1R antag-1 – OX1R (human) antagonism. O43613. OX1R-expressing cells, FRET antagonist read-out. inhibition, % at 6.6 µM. 330,000 tested, 1.8% active. AID 485270; in the data active means inhibition mostly above about 38%, no sharp cut-off; inactive means mostly below about 40%;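 further: 0% = agonist challenge alone and 100% = reference antagonist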
Target sequence (O43613 whole entry, looked up): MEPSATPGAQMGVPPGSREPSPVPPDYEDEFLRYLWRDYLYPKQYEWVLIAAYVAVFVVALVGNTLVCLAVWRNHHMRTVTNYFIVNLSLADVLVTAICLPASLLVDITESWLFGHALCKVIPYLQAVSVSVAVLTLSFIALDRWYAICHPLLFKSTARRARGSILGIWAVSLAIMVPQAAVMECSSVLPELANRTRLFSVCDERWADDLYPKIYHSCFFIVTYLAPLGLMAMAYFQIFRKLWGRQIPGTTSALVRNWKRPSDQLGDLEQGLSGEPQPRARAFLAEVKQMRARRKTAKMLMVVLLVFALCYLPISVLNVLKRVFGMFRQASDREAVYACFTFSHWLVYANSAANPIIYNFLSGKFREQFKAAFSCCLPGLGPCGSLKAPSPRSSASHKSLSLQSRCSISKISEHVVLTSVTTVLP
OX1R antag-2 – antagonists of human orexin 1 receptor; CHO/OX1R cells, Fluo-8 calcium fluorescence, orexin A; O43613; 330,000 tested, 0.43% active; AID 434989; inhibition, % at 5 µM;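 active means inhibition above its plate's threshold, mean inhibition of all tested compounds on the plate plus 3 SD, cut at about 37% in these data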;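 further: 0% = orexin A challenge wells and 100% = SB-334867-A antagonist wells; not every result past the cut was called active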
The depositor's hits bear a star.

SMILES	OX1R antag-1	OX1R antag-2
Cc1cccc(C)c1OCC(=O)N/N=C/c1ccc2c(c1)OCO2	23	-21
CN(Cc1c(F)cccc1Cl)C(=O)CNC(=O)c1cccs1	31	-16
Cc1cc(NC(=O)c2cccc(C)c2[N+](=O)[O-])no1	-7	-10
CCCCN1C(=O)N(CCc2ccc(F)cc2)S(=O)(=O)c2cc(C(F)(F)F)ccc21	23	0
Cc1ccc(SC(C)C(=O)N2CCCC2)cc1 (centres undefined)	14	-12
Cc1nnc(SCC(=O)Nc2sc3c(c2C(=O)c2ccccc2)CCCC3)s1	15	-23
COc1ccccc1N1CCN(C2CCCN(Cc3ccccc3OCCO)C2)CC1 (centres undefined)	10	-34
COc1ccc(Nc2ncnc3sc(-c4ccccc4)cc23)c(OC)c1	18	-16
CN(Cc1cn[nH]c1-c1ccc(-c2ccccc2)cc1)CC1CCOCC1	16	-21
O=C(O)c1cc(-c2ccc(/C=C3\NC(=O)N(c4ccc(Cl)cc4)C3=O)o2)ccc1Cl	12	-13
C/C(CC(=O)Nc1ccc(C)c(Cl)c1)=N\NC(=O)c1cccc(O)c1	15	-10
C[C@@H]1CN([C@@H](C)CO)C(=O)c2cc(NC(=O)C3CC3)ccc2O[C@@H]1CN(C)Cc1ccc(Cl)c(Cl)c1	3	-24
C=CCN(Cc1ccc(OC)c(OC)c1)C(=O)c1cc2cc(F)ccc2[nH]1	4	-43
O=C(COC(=O)c1ccco1)Nc1cc(S(=O)(=O)N2CCCCC2)ccc1Cl	-3	-13
Cc1sc2nc(COC(=O)c3cccc(OC(F)F)c3)[nH]c(=O)c2c1C	-2	-20
COc1ccc(CNC(=O)c2c(C)cc(=O)oc2C)cc1	18	1
c1ccc(-c2nc3c(ccc4ccccc43)[nH]2)nc1	71*	-9
COc1cccc(S(=O)(=O)NCc2ccc(C(=O)N3CCN(Cc4ccccc4)CC3)cc2)c1	4	-15
NC(=S)N/N=C1\CCOc2ccc(Cl)cc21	7	-8
O=S(=O)(NCc1ccc2c(c1)OCO2)c1cnc[nH]1	12	-11

Structural class: the compounds so far containing nitrogen in an aromatic ring
SMILES	OX1R antag-1	OX1R antag-2
Cc1cc(NC(=O)c2cccc(C)c2[N+](=O)[O-])no1	-7	-10
Cc1nnc(SCC(=O)Nc2sc3c(c2C(=O)c2ccccc2)CCCC3)s1	15	-23
COc1ccc(Nc2ncnc3sc(-c4ccccc4)cc23)c(OC)c1	18	-16
CN(Cc1cn[nH]c1-c1ccc(-c2ccccc2)cc1)CC1CCOCC1	16	-21
C=CCN(Cc1ccc(OC)c(OC)c1)C(=O)c1cc2cc(F)ccc2[nH]1	4	-43
Cc1sc2nc(COC(=O)c3cccc(OC(F)F)c3)[nH]c(=O)c2c1C	-2	-20
c1ccc(-c2nc3c(ccc4ccccc43)[nH]2)nc1	71*	-9
O=S(=O)(NCc1ccc2c(c1)OCO2)c1cnc[nH]1	12	-11

An excerpt from above in order of the OX1R antag-2 value, ascending:
structure | OX1R antag-1 | OX1R antag-2
C=CCN(Cc1ccc(OC)c(OC)c1)C(=O)c1cc2cc(F)ccc2[nH]1 | 4 | -43
C/C(CC(=O)Nc1ccc(C)c(Cl)c1)=N\NC(=O)c1cccc(O)c1 | 15 | -10
c1ccc(-c2nc3c(ccc4ccccc43)[nH]2)nc1 | 71* | -9

Going on with the list.
SMILES	OX1R antag-1	OX1R antag-2
COc1cccc(CNC(=O)CSc2cc(=O)n(C)c3ccccc23)c1	12	-6
CCN(CC(=O)NCc1cccs1)C(=O)c1ccc(S(=O)(=O)Nc2ccccc2Cl)cc1	3	-15
CCOc1ccc(OCCNC(=O)c2oc3ccccc3c2COC)cc1	10	-6
C=CCSc1nc2sc3c(c2c(=O)[nH]1)CC(C)(CC)OC3 (centres undefined)	6	-27
CC1CCCC(C)N1C(=O)COC(=O)/C=C/c1ccc(Br)o1 (centres undefined)	7	12
CN(Cc1ccccc1F)c1ccc(S(=O)(=O)N2CCCC2)cn1	2	-20
O=C1c2ccccc2C(=O)N1c1cccc2cccnc12	9	4
C=C1C(=O)O[C@@H]2[C@H]3O[C@]3(C)CC/C=C(\C)CC[C@@H]12	3	-13
Cc1ccccc1NC(=S)N(Cc1cccs1)C1CCCCC1	7	-19
COc1ccc(/C(N)=N/OC(=O)C2CCCCC2)cc1OC	11	-18
Cc1ccc(N2C(=O)c3ccc(C(=O)N4CCN(c5ccc(C)c(C)c5)CC4)cc3C2=O)cc1	3	-9
COc1cc2c(cc1OC)C(C)N(C(=O)C1=NN(c3cccc(C)c3)C(=O)CC1)CC2 (centres undefined)	14	-30
CN1CCN(/N=C/c2ccc(N(c3ccccc3)c3ccccc3)cc2)CC1	9	-12
CC(=O)Nc1cc(S(=O)(=O)Nc2ccc(C)cc2)c(C)cc1C	11	-15
Cc1cc(-c2ccccc2)c(C#N)c(N)n1	41	-25
CN(C)c1nc(N)c2ncc(=S)[nH]c2n1	23	-32
NC(c1ccccc1)c1ccncc1 (centres undefined)	1	-3
CCCc1cc(NCCCO)n2c(nc3ccccc32)c1C#N	15	-13
O=C(C1=C(O)C(=O)N(CC2CCCO2)C1c1cccnc1)c1ccco1 (centres undefined)	13	-6
COc1cc(/C=N/NC(=O)Cn2ccc(C(F)(F)F)n2)cc(OC)c1OC	3	-8
Cc1cc(/C=C2\NC(=S)NC2=O)c(C)n1-c1cccnc1	11	-6
O=C(COc1ccc(Br)cc1Cl)NC(=O)NC1CCCC1	2	-33
CO/N=C/C1CCN(c2ncc(C(F)(F)F)cc2Cl)C1=O (centres undefined)	8	-17
Cc1c(C#N)c2ccccc2n1CC(=O)N1CCCc2ccccc21	8	-22
O=S(=O)(N[C@@H]1C[C@H]2CC[C@@H]1C2)c1cccs1	19	-15
COc1ccc(/C=N/S(=O)(=O)CCc2ccccc2)c(OC)c1	18	-4
COc1ccc(S(=O)(=O)n2nc(OC(=O)c3c(-c4ccccc4Cl)noc3C)cc2N)cc1	41	36
COC(=O)c1cc(S(=O)(=O)NCc2ccc3c(c2)OCO3)cn1C	12	-11
Cc1cc(C)c(NC(=O)C2CC(=O)N(C3CCCC3)C2)c(C)c1 (centres undefined)	5	-18
Cc1ccc(C)c(NC(=O)CCC(=O)NNC(=O)COc2cc(C)ccc2C)c1	3	-24
Oc1ccc(Cc2ncc(C(F)(F)F)cc2Cl)cc1	12	-8
COC(=O)C[C@H]1c2cc(F)ccc2S(=O)(=O)N1c1ccc(N(C)C)cc1	2	-11
O=S(=O)(NCc1ccncc1)c1ccc(Br)s1	61	40
C=CC[C@@H](CC(=O)N[C@@H](CO)Cc1ccccc1)C(=O)N[C@@H](C)COC(=O)[C@@H](CC=C)Cc1ccc(F)cc1	17	1
CCc1c(C)nc2ccc(Br)cc2c1SCCC#N	20	-38
COc1ccccc1C(=O)Nc1c(C)cc(Br)cc1C	30	-17
COC(=O)c1ccccc1NC(=O)C12CC3CC(C1)CC(n1cnc(Cl)n1)(C3)C2	21	-43
N/C(=N\c1nc2ccccc2o1)NC(=O)c1ccccc1Br	9	-10
COc1cccc(-c2c(-c3cc(OC)cc(OC)c3)n(C)c3ccc(Br)cc23)c1	10	0
CCN(CC)C(=O)C1CCCN(C/C=C/c2ccccc2[N+](=O)[O-])C1 (centres undefined)	28	-11
COc1ccc(N2CCN(C(=O)Cc3ncc(C(F)(F)F)cc3Cl)CC2)cc1	0	-27
CCOc1ncccc1C(=O)OCC(=O)Nc1cc(C(C)(C)C)ccc1OC	6	8
Cc1ccc(S(=O)(=O)c2cc(O)ccc2O)cc1C	14	7
CCOC(=O)NC1(NC(C)C)Oc2ccccc2O1	13	-4
O=C(NS(=O)(=O)NC1CCCCC1)C1=C(N2CCCC2)COC1=O	-5	14
Cc1cc(C)nc(SCC(=O)Nc2ccc(S(=O)(=O)NCCO)cc2)n1	14	7
Cc1ccc(NC(=O)CCC(=O)NNC(=O)COc2ccccc2)cc1C	-2	-1
O=C(N/N=C\c1ccncc1)c1ccc(Cl)s1	30	-16
COc1ccccc1-n1cnnc1SCC(=O)NC1CCS(=O)(=O)C1 (centres undefined)	25	3
CC(C)CC(=O)Nc1cccc(-c2nc3ccccc3o2)c1	24	-24

2 of the compounds above, bar-delimited.
smiles | OX1R antag-1 | OX1R antag-2
Cc1ccccc1NC(=S)N(Cc1cccs1)C1CCCCC1 | 7 | -19
COc1ccc(/C(N)=N/OC(=O)C2CCCCC2)cc1OC | 11 | -18

Following part
SMILES	OX1R antag-1	OX1R antag-2
Cc1nnc(SCC(=O)N2CC(=O)Nc3ccccc32)s1	12	-5
COc1ccc(OC)c(C(=O)c2c(C)oc3cc(Br)c(O)c(CN(C)C)c23)c1	4	-6
c1ccc(Nc2ncnc3c2oc2ccccc23)cc1	55	-41
OC(CN1CCC(Cc2ccccc2)CC1)C(F)(F)F (centres undefined)	-7	-18
COc1ccccc1Nc1nnc(SCC(=O)N2CCCC2)s1	15	-20
COc1cc(/C=N/NC(=O)C[n+]2ccccc2)cc(OC)c1OC	15	-4
CC(=O)c1cnc(Nc2nc(C)c3ccccc3n2)nc1C	25	-7
CC/C(=N/NS(=O)(=O)c1ccc(Cl)cc1)c1ccc(O)cc1	13	-20
Cc1nc(CNS(=O)(=O)c2ccc3c(c2)OCCO3)cs1	8	-5
CC(=O)NC(=S)Nc1ccc(NC(=O)c2cccnc2Cl)cc1	-2	3
COC(=O)C1=C(SC)N(c2ccccc2)C(c2ccccc2)CC1=O (centres undefined)	4	0
CC(C)CCn1cnc2c1c(=O)n(C)c(=O)n2C	2	-3
COCc1ccc(CN2CCC(C(=O)Nc3cccc(-c4cscn4)c3)CC2)o1	-5	-31
CC(C)[C@H]1C(=O)Nc2ccccc2N1C(=O)N[C@@H](Cc1ccccc1)C(=O)N[C@@H](Cc1ccccc1)C(=O)O	6	-20
Cc1ccc2[nH]c(=O)c(CN(CCO)C(=O)NCc3ccccc3)cc2c1	16	-29
CC(C)c1ccc(NC2(C#N)C(=O)Nc3ccccc32)cc1 (centres undefined)	30	-3
CCCCCCSc1ncc(C#N)c(N)n1	11	5
CCCN(CC(=O)Nc1ccccc1OC)C(=O)c1nc2nc(C)ccn2n1	7	-15
NS(=O)(=O)c1cccc(NC(=O)CSc2ncc(C(F)(F)F)cc2Cl)c1	21	-13
Cc1ccccc1-n1c(C)cc(/C=N/NC(=O)c2ccncc2)c1C	2	-4
O=C1OC(c2ccc(Cl)cc2)=C/C1=C/c1cccnc1	-3	-17
CC(=O)Nc1ccc(S(=O)(=O)NCCC(=O)NCCOc2ccccc2)cc1	3	-6
OCCN(C=NC1=NN(c2cccc(C(F)(F)F)c2)CC1)CCO	9	-21
COC(=O)C(Cc1ccccc1)NC(=O)C12CC3CC(CC(C3)C1)C2 (centres undefined)	17	-11
CC(C)(C)OC(=O)[C@H](Cc1ccccc1)NC(=O)c1nc[nH]c1C(=O)NCc1ccccc1	6	-30
CCOC(=O)[C@H]1[C@H]2COc3ccccc3[C@@H]2N2C(=O)c3cc(Cl)ccc3NC(=O)[C@@]12C	32	-26
O=C(CSc1nc(=O)n2ccccc2n1)NCc1ccc(F)cc1	7	-28
CC(OC(=O)c1ccc(=O)n(Cc2ccccc2)n1)C(=O)Nc1cccc(Cl)c1 (centres undefined)	14	5
COC(=O)c1ccc(CSc2nc3scc(-c4cccs4)c3c(=O)[nH]2)o1	16	-13
COc1cc2c(cc1OC)-c1nnc(C)n1C(C)(C)C2	5	1

Compound profiles (already shown):
CC(C)(C)OC(=O)[C@H](Cc1ccccc1)NC(=O)c1nc[nH]c1C(=O)NCc1ccccc1 is listed with OX1R antag-1 = 6; OX1R antag-2 = -30
O=C1OC(c2ccc(Cl)cc2)=C/C1=C/c1cccnc1 is listed with OX1R antag-1 = -3; OX1R antag-2 = -17
